MIN6 prolif: inducers of beta-cell replication in MIN6 cells | 330,000 compounds, 0.29% hits | MIN6 cells proliferation, ATPlite luminescence, 48 h; cells starved in 0.2% serum; 100% = growth in 10% serum | proliferation, % at 10 µM;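 active = compounds whose signal lies at least 3.5 SD above the mean of all wells on their plate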;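 also: 0% = DMSO-treated cells in low-serum medium and 100% = 10% serum control; some compounds called inactive have numbers as strong as hits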
APOBEC3A inh: inhibitors of human APOBEC3A DNA deaminase. P31941. recombinant A3A, FAM/TAMRA ssDNA deamination fluorescence. 330,000 compounds, 0.41% hits. inhibition, % at 20 µM;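 active = at least 40% inhibition at 20 µM here, with at most 30% in a related deaminase screen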;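 also: plate controls were A3A with DMSO for no effect and wells lacking A3A enzyme for full effect; some results filed as inactive read as strong as hits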
Target sequence (P31941 whole entry, looked up): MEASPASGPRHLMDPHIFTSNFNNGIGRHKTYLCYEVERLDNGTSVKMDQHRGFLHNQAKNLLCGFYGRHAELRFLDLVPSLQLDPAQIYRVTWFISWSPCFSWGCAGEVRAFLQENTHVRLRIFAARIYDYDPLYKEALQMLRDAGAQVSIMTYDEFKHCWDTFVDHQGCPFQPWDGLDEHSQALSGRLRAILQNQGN
SENP1 inh: blocks the human SENP1 SUMO protease catalytic domain | inhibition, % at 10 µM | 360,000 compounds, 0.21% hits | Q9P0U3 | recombinant SENP1 catalytic domain, CyPet-SUMO1-YPet FRET cleavage | AID 624204;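 active = inhibition at least 30% at 10 µM, raw YFP signal under a set limit, fluorescence ratio 0.5 to 1.5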;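 also: 0% = enzyme with DMSO and 100% = no enzyme wells; some results filed as inactive read as strong as hits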
Target sequence (Q9P0U3 419-644 limits assumed): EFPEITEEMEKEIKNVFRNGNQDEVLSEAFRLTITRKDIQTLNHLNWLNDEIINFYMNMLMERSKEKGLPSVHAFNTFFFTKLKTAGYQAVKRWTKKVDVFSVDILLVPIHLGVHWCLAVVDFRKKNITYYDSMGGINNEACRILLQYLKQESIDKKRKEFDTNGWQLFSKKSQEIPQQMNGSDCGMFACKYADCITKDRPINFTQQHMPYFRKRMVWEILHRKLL
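Test system: recombinant human SENP1 catalytic domain, His6-tagged / Medium: pH 8 Tris buffer with EDTA, NaCl, BME, BSA, NP40, catalase / Also added: SUMO1 FRET substrate flanked by Cypet and Ypet, 25 nM / Times: 50 min reaction at room temperature / Signal: FRET, CFP and YFP emission / Control set: no-enzyme low control and enzyme-plus-DMSO high control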
mIAP block: mouse IAP inhibition; purified mouse IAP, CDP-Star luminescence, 30 min; inhibition, % at 10 µM; 330,000 compounds, 0.2% hits; AID 2806;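 active = inhibition of at least 40% at 10 µM in the primary screen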;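 also: plate controls were DMSO with enzyme for no effect and no enzyme wells for full effect; values of inactives mirror those of a sister screen read the other way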
mIAP act: increases mouse intestinal alkaline phosphatase activity; 330,000 compounds, 0.24% hits; activation factor at 10 µM; muIAP, CDP-Star luminescence, 30 min; stronger effect = higher value; 1 = vehicle-only enzyme signal, 0 = enzyme-free wells;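 active = activation factor of at least 2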; also: the source names both 10 and 20 µM as test concentration; values of inactives mirror those of a sister screen read the other way
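also added = chemiluminescent substrate CDP-Star | test system = mouse IAP enzyme | signal = chemiluminescence readout | compound = DMSO-dissolved test compounds | incubation = 30 min at room temperature | benchmarks = DMSO wells, no-enzyme wells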
hIAP block: human IAP inhibition | inhibition, % at 10 µM | AID 2544 | P09923 | 330,000 compounds, 0.12% hits | purified IAP, CDP-Star luminescence, 30 min;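 active = inhibition reaching a set limit with compound at 10 µM in the primary screen, cut at about 35% in these data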;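 also: plate controls were DMSO wells with enzyme for no effect and no-enzyme buffer wells for full effect; values of inactives mirror those of a sister screen read the other way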
Target sequence (P09923 whole entry, looked up): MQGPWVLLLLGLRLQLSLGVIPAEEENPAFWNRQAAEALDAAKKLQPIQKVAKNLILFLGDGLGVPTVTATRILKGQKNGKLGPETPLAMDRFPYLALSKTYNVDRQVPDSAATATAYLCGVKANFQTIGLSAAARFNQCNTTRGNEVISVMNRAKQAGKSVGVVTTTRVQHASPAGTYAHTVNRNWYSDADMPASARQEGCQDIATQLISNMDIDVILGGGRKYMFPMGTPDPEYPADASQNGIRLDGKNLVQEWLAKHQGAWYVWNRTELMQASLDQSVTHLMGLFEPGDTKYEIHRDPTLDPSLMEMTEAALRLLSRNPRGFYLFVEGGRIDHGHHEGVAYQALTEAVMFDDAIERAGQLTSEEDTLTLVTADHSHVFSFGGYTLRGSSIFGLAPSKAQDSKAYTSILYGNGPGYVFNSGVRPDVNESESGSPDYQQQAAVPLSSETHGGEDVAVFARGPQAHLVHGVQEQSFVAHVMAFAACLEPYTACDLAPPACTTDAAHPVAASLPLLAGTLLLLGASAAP
A3G deaminase: inhibitors of human APOBEC3G DNA deaminase. Q9HC16. recombinant A3G, ssDNA deamination FAM/TAMRA fluorescence. AID 493012. 330,000 compounds, 0.28% hits. inhibition, % at 20 µM;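 active = inhibition of at least 40% at 20 µM, with no more than 30% in the related APOBEC3A deaminase screen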;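 also: plate controls were DMSO wells with A3G for no effect and wells lacking A3G enzyme for full effect; some compounds called inactive have numbers as strong as hits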
hIAP act: human IAP activation. P09923. activation factor at 10 µM. purified human IAP, CDP-Star luminescence, 30 min; stronger effect = higher value; 1 = vehicle-only enzyme, 0 = enzyme-free background. 330,000 compounds, 0.16% hits;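 active = activation factor of the enzyme at least 2-fold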; also: the source names both 10 and 20 µM as test concentration; values of inactives mirror those of a sister screen read the other way
NLRP3 yeast inh: inhibitors of NALP3 inflammasome in yeast. inhibition, % at 10 µM. 330,000 compounds, 0.39% hits. Yeast reconstituted NLRP3/ASC/caspase-1, beta-gal luminescence, 24 h. AID 2825;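 active = inhibition of 50% or more; inactive = inhibition below 50%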;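 also: plate controls were induced DMSO wells for no effect and uninduced yeast grown without galactose for full effect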
The depositor's hits bear a star. Only part of the results is shown; rates above refer to the full screens.

For O=C(c1csc(Nc2ccccc2Cl)n1)N1CCCC1 the results were MIN6 prolif 0.0, APOBEC3A inh -1.3, SENP1 inh -1.2, mIAP block 9.0, mIAP act 0.91, hIAP block -8.9, A3G deaminase -8.4, hIAP act 1.09 and NLRP3 yeast inh -1.0.
`CCCCNC(=O)/C=C/c1cccs1` gave MIN6 prolif -0.9, APOBEC3A inh -3.0, SENP1 inh 1.1, mIAP block 11.2, mIAP act 0.888, hIAP block 19.0, A3G deaminase -2.9, hIAP act 0.81 and NLRP3 yeast inh 22.0.
O=C1CS/C(=N/N=C2CCCC2)N1 was read as MIN6 prolif -2.8, APOBEC3A inh -1.3, SENP1 inh 2.8, mIAP block 5.7, mIAP act 0.943, hIAP block -5.3, A3G deaminase -5.5, hIAP act 1.05 and NLRP3 yeast inh 16.0.
Screening Cc1cc(NC(=O)COc2cccc(C)c2C)no1 returned MIN6 prolif 0.4, APOBEC3A inh 0.3, SENP1 inh 0.6, mIAP block -4.0, mIAP act 1.04, hIAP block 0.1, A3G deaminase -8.8, hIAP act 0.999 and NLRP3 yeast inh 27.1.
For CCOC(=O)c1c(S(=O)(=O)NCC(=O)N2CCN(c3ccc(OC)cc3)CC2)c(C)n(C)c1C the results were MIN6 prolif -3.3, APOBEC3A inh -11.0, SENP1 inh -1.5, mIAP block -4.7, mIAP act 1.05, hIAP block -12.3, A3G deaminase -8.4, hIAP act 1.12 and NLRP3 yeast inh -4.0.
CCOc1ccc(-n2c(SCC(N)=O)nnc2-c2cccnc2)cc1 was read as MIN6 prolif -2.1, APOBEC3A inh 1.8, SENP1 inh 0.7, mIAP block -4.3, mIAP act 1.04, hIAP block 16.3, A3G deaminase 2.2, hIAP act 0.837 and NLRP3 yeast inh 17.5.
Screening CCCCCCNCc1cccc(Br)c1 returned MIN6 prolif -3.7, APOBEC3A inh -1.1, SENP1 inh 0.1, mIAP block -0.3, mIAP act 1, hIAP block -3.4, A3G deaminase -5.4, hIAP act 1.03 and NLRP3 yeast inh 12.7.
`CCOC(=O)c1ccccc1NC(=O)Cn1cnc2c(cnn2-c2ccccc2)c1=O` gave MIN6 prolif 3.4, APOBEC3A inh -0.6, SENP1 inh -0.7, mIAP block 7.4, mIAP act 0.926, hIAP block 1.6, A3G deaminase -5.5, hIAP act 0.984 and NLRP3 yeast inh 12.3.
`CCOc1cc(CNc2ccc(O)cc2)ccc1OCc1ccc(Cl)cc1Cl` gave MIN6 prolif -5.4, APOBEC3A inh -2.2, SENP1 inh 15.9, mIAP block 5.1, mIAP act 0.949, hIAP block 4.2, A3G deaminase 8.8, hIAP act 0.958 and NLRP3 yeast inh -8.8.
O=C(c1ccc(Sc2cccc(Cl)c2)c([N+](=O)[O-])c1)N1CCN(c2ccccn2)CC1 was read as MIN6 prolif -3.1, APOBEC3A inh -7.0, SENP1 inh 3.3, mIAP block -1.2, mIAP act 1.01, hIAP block -5.0, A3G deaminase -12.6, hIAP act 1.05 and NLRP3 yeast inh 14.2.
Screening O=C(Oc1ccc(Cl)c(Cl)c1)C1=CC=CN2CCS(=O)(=O)N=C12 returned MIN6 prolif -3.9, APOBEC3A inh -3.6, SENP1 inh 2.3, mIAP block 3.5, mIAP act 0.965, hIAP block -4.0, A3G deaminase -5.1, hIAP act 1.04 and NLRP3 yeast inh -3.8.
Nc1c(Sc2ccccc2)c(=O)[nH]c(=O)n1Cc1ccccc1 was read as MIN6 prolif -2.5, APOBEC3A inh 2.3, SENP1 inh 1.1, mIAP block -5.6, mIAP act 1.06, hIAP block -3.7, A3G deaminase 8.1, hIAP act 1.04 and NLRP3 yeast inh -1.8.
For CN1CCN(c2ccc([N+](=O)[O-])cc2C(=O)c2ccc(Br)cc2)CC1 the results were MIN6 prolif -4.4, APOBEC3A inh 1.6, SENP1 inh 2.8, mIAP block 8.9, mIAP act 0.911, hIAP block 2.5, A3G deaminase -0.3, hIAP act 0.975 and NLRP3 yeast inh 9.7.
`C=CC[C@H](CC(=O)NCCO)C(=O)N[C@H](COC(=O)[C@@H](CC=C)Cc1ccc(F)cc1)C(C)(C)C` gave MIN6 prolif -2.0, APOBEC3A inh -4.0, SENP1 inh 0.8, mIAP block -5.3, mIAP act 1.05, hIAP block -4.1, A3G deaminase -5.8, hIAP act 1.04 and NLRP3 yeast inh 5.8.
Screening CC(SC(=S)N(C)Cc1cccs1)C(=O)O (configuration not stated) returned MIN6 prolif -0.9, APOBEC3A inh -2.2, SENP1 inh 1.5, mIAP block 2.2, mIAP act 0.978, hIAP block -7.8, A3G deaminase -5.0, hIAP act 1.08 and NLRP3 yeast inh 5.7.

Next section; the last 2 above are carried over.
`C=CC[C@H](CC(=O)NCCO)C(=O)N[C@H](COC(=O)[C@@H](CC=C)Cc1ccc(F)cc1)C(C)(C)C` gave MIN6 prolif -2.0, APOBEC3A inh -4.0, SENP1 inh 0.8, mIAP block -5.3, mIAP act 1.05, hIAP block -4.1, A3G deaminase -5.8, hIAP act 1.04 and NLRP3 yeast inh 5.8.
Screening CC(SC(=S)N(C)Cc1cccs1)C(=O)O (configuration not stated) returned MIN6 prolif -0.9, APOBEC3A inh -2.2, SENP1 inh 1.5, mIAP block 2.2, mIAP act 0.978, hIAP block -7.8, A3G deaminase -5.0, hIAP act 1.08 and NLRP3 yeast inh 5.7.
O=C(NC1CC2CCCC(C1)N2C(=O)Nc1ccc(Cl)c(C(F)(F)F)c1)C1CC1 (configuration not stated) was read as MIN6 prolif -1.6, APOBEC3A inh 3.8, SENP1 inh 2.6, mIAP block -13.5, mIAP act 1.14, hIAP block 6.1, A3G deaminase 0.8, hIAP act 0.939 and NLRP3 yeast inh 22.5.
CCOC(=O)CSc1nnc(CNc2ccc(F)cc2)o1 was read as MIN6 prolif -2.9, APOBEC3A inh -1.9, SENP1 inh 0.3, mIAP block -9.3, mIAP act 1.09, hIAP block -14.4, A3G deaminase -1.6, hIAP act 1.14 and NLRP3 yeast inh 18.6.
Nc1nonc1C(=O)NCCNCc1cc(Br)ccc1OCc1ccccc1F was read as MIN6 prolif -5.6, APOBEC3A inh -2.1, SENP1 inh 0.3, mIAP block 2.1, mIAP act 0.979, hIAP block -12.2, A3G deaminase 0.6, hIAP act 1.12 and NLRP3 yeast inh 14.3.
O=C1N/C(=N/S(=O)(=O)c2ccccc2)S/C1=C/c1cccnc1 was read as MIN6 prolif -1.6, APOBEC3A inh 0.0, SENP1 inh -0.2, mIAP block 2.6, mIAP act 0.974, hIAP block 1.7, A3G deaminase 0.7, hIAP act 0.983 and NLRP3 yeast inh 18.6.
Cc1ccc(-n2c(SCC(=O)Nc3cc(C)on3)nc3c(c2=O)SC(C)C3)cc1 (configuration not stated) was read as MIN6 prolif 3.0, APOBEC3A inh -4.2, SENP1 inh 1.8, mIAP block 2.4, mIAP act 0.976, hIAP block 21.3, A3G deaminase -7.1, hIAP act 0.787 and NLRP3 yeast inh 1.0.
COc1ccc(-c2nnc(NC(=O)c3ccc(S(=O)(=O)N4CCc5ccccc5C4)cc3)o2)cc1 was read as MIN6 prolif -2.4, APOBEC3A inh 0.8, SENP1 inh 0.8, mIAP block -3.7, mIAP act 1.04, hIAP block 11.1, A3G deaminase 1.0, hIAP act 0.889 and NLRP3 yeast inh 16.5.
Screening COc1ccc(CCNC(=O)C2CC(c3cccc([N+](=O)[O-])c3)=NO2)cc1 (configuration not stated) returned MIN6 prolif 3.1, APOBEC3A inh -2.8, SENP1 inh -1.6, mIAP block -3.0, mIAP act 1.03, hIAP block 6.1, A3G deaminase -2.6, hIAP act 0.939 and NLRP3 yeast inh 16.2.
For CCCC(CCC(=O)OC)(C(=O)OCC)c1csc(N)n1 (configuration not stated) the results were MIN6 prolif 1.8, APOBEC3A inh -1.9, SENP1 inh 3.3, mIAP block -4.6, mIAP act 1.05, hIAP block -8.6, A3G deaminase -6.7, hIAP act 1.09 and NLRP3 yeast inh 18.1.
Screening COc1cc(Cn2ccnc2)c(OC)cc1Cn1ccnc1 returned MIN6 prolif -1.2, APOBEC3A inh -2.6, SENP1 inh 1.2, mIAP block 2.5, mIAP act 0.975, hIAP block 12.6, A3G deaminase -6.5, hIAP act 0.874 and NLRP3 yeast inh -15.3.
For Cc1c(Cl)c([N+](=O)[O-])nn1CC(=O)NC(C)C1CC2CCC1C2 (configuration not stated) the results were MIN6 prolif -0.5, APOBEC3A inh -0.5, SENP1 inh 2.5, mIAP block -1.5, mIAP act 1.01, hIAP block 20.8, A3G deaminase 0.4, hIAP act 0.792 and NLRP3 yeast inh 21.6.
Screening Nc1nc(SCC(=O)Nc2ccc(Cl)c(S(=O)(=O)N3CCOCC3)c2)n[nH]1 returned MIN6 prolif 4.6, APOBEC3A inh -0.1, SENP1 inh -2.6, mIAP block 9.6, mIAP act 0.904, hIAP block -13.6, A3G deaminase -5.9, hIAP act 1.14 and NLRP3 yeast inh 2.1.
`COC(=O)c1cnc(Oc2c(Cl)cc(N)cc2Cl)cc1C(F)(F)F` gave MIN6 prolif 2.0, APOBEC3A inh -1.7, SENP1 inh 2.5, mIAP block 2.3, mIAP act 0.977, hIAP block -7.6, A3G deaminase -8.0, hIAP act 1.08 and NLRP3 yeast inh 38.8.
COc1ccc(OC)c(-c2csc(NC(=O)C3=NNC(=O)CC3)n2)c1 was read as MIN6 prolif 0.0, APOBEC3A inh 19.4, SENP1 inh -17.4, mIAP block 11.3, mIAP act 0.887, hIAP block -23.9, A3G deaminase -4.9, hIAP act 1.24 and NLRP3 yeast inh 15.5.
Cc1cc2nc[nH]c2cc1[N+](=O)[O-] was read as MIN6 prolif -0.8, APOBEC3A inh 0.8, SENP1 inh 0.0, mIAP block 10.3, mIAP act 0.897, hIAP block 7.3, A3G deaminase -2.1, hIAP act 0.927 and NLRP3 yeast inh -15.0.
CCC(=O)c1ccc(OCC(=O)Nc2cccc(S(=O)(=O)N3CCCCCC3)c2)cc1 was read as MIN6 prolif -7.1, APOBEC3A inh 4.0, SENP1 inh -0.3, mIAP block -9.1, mIAP act 1.09, hIAP block 3.0, A3G deaminase -9.4, hIAP act 0.97 and NLRP3 yeast inh 4.5.
For O=C(Cc1cccs1)N1CCN(S(=O)(=O)c2cccc([N+](=O)[O-])c2)CC1 the results were MIN6 prolif -0.3, APOBEC3A inh -2.2, SENP1 inh 0.5, mIAP block 8.3, mIAP act 0.917, hIAP block -9.7, A3G deaminase 5.2, hIAP act 1.1 and NLRP3 yeast inh 7.9.
Screening COc1ccc(OC)c(C2c3[nH]c4ccccc4c3C[C@H]3C(=O)N(CCCOC(C)C)CC(=O)N23)c1 (some centres not stated) returned MIN6 prolif 1.6, APOBEC3A inh -2.5, SENP1 inh -6.5, mIAP block -2.3, mIAP act 1.02, hIAP block -9.2, A3G deaminase -4.4, hIAP act 1.09 and NLRP3 yeast inh 16.7.
Cc1ccc(CN2CCNC(=O)C2CC(=O)N(C)C2CCCCC2)o1 (configuration not stated) was read as MIN6 prolif -2.3, APOBEC3A inh 9.5, SENP1 inh -0.4, mIAP block 2.6, mIAP act 0.974, hIAP block 8.9, A3G deaminase 16.9, hIAP act 0.91 and NLRP3 yeast inh 0.1.

From PubChem BioAssay
